14-3-3 PPI: modulators of human 14-3-3 gamma - Raf peptide interaction; P61981; FP, 14-3-3gamma / TMR-pS259-Raf peptide binding; inhibition, % at 40 µM; hit rate 0.19% among 160,000; in the data active = inhibition above about 30%;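 note: 0% = protein plus tracer without compound and 100% = blank with tracer alone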
Target sequence (P61981 whole entry, looked up): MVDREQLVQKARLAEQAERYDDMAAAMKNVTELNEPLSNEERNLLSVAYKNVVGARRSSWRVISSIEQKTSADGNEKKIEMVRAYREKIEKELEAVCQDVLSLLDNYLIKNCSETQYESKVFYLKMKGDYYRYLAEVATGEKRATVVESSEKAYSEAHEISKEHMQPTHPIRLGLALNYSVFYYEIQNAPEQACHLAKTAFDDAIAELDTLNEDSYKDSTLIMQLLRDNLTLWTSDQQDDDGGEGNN
Active calls of the source: *; & = joins results of further samples.

mol | 14-3-3 PPI
CN(C)c1ccc(NC(=O)CN2C(=O)CN=C(c3ccccc3Cl)c3cc(Cl)ccc32)cc1 | -10
Cc1noc(C)c1C(=O)N1CCC2(CC1)OCCO2 | 0
Cc1[nH]c2ccccc2c1/C=N/O | 0
CN(C(=O)Cc1ccc(Cl)c(Cl)c1)C(CN1CCCC1)c1cccc(OCC(=O)O)c1 (centres undefined) | 4
Cc1[nH]c2ccccc2c1C1=CCNCC1 | -9
Cc1ccc(S(=O)(=O)NCC2CCC(C(=O)N3CCC4(CC3)OCCO4)CC2)cc1 (centres undefined) | 1
CC(=O)c1c(C)n(CC2CCCO2)c2ccc(O)cc12 (centres undefined) | 1
Cc1ccc(OCC(=O)N2CCN(C)CC2)c(Br)c1 | 0
CCOC(=O)c1ccc(N2C(=O)CC(N3CC=C(c4ccc(F)cc4)CC3)C2=O)cc1 (centres undefined) | -41
COc1ccc(C(=O)C(C)(C)NO)cc1 | -4
Cc1nc2nc(C)c(CCC(=O)N3CCC4(CC3)OCCO4)c(C)n2n1 | -3
Cc1cccn2c(=O)c3cc(C(=O)N4CCC5(CC4)OCCO5)n(C)c3nc12 | 1
Cc1ccccc1CN1C(=O)C(C)N=C(c2ccccc2)c2ccccc21 (centres undefined) | -4
CN(Cc1ccccc1)Cc1ccccc1OC(=O)N(C)C | -3
COc1cc(C(O)CN)ccc1O (centres undefined) | -3
COc1ccccc1CC1/C(=N/O)C2CCN1CC2 (centres undefined) | -3
Cc1ccc2nc3c(cc2c1)CC1(C(=O)N(C)C(=O)N(C)C1=O)C1CCCCN31 (centres undefined) | -5
COc1cc(C(=O)Nc2cc(Cl)c([N+](=O)[O-])cc2C)cc(OC)c1OC | 1
CC1(C)NN1CCCN1NC1(C)C (centres undefined) | -5
CCN(CC)CCCN=Cc1c(O)n(Cc2ccc(F)cc2)c(=O)[nH]c1=O | -9

Among those listed so far, 2 contain fluorine.
mol | 14-3-3 PPI
CCOC(=O)c1ccc(N2C(=O)CC(N3CC=C(c4ccc(F)cc4)CC3)C2=O)cc1 (centres undefined) | -41
CCN(CC)CCCN=Cc1c(O)n(Cc2ccc(F)cc2)c(=O)[nH]c1=O | -9

The listing continues:
mol | 14-3-3 PPI
C=CCN1C(=O)C2(C(C(=O)OCC)=C(C)OC(N)=C2C(=O)OC)c2ccccc21 (centres undefined) | -3
Fc1cccc(CN2CCN(Cc3ccccc3F)CC2)c1 | 2
COC(=O)C1C2c3ccccc3OC1(C)N=c1s/c(=C/c3cnn(C)c3)c(=O)n12 (centres undefined) | -2
CN1C(=O)N(C)C(=O)C2(Cc3cc(N)ccc3N3CCN(c4ccccc4F)CC32)C1=O (centres undefined) | -20
COC(=O)c1ccccc1NC(=O)CN1C(=O)CN=C(c2ccccc2)c2ccccc21 | 1
Cc1nnc(NC(=O)c2c(O)c3ccccc3n(Cc3ccccc3)c2=O)s1 | -2
Cc1ccccc1NC1=NCCCS1 | -1
CC[N+](CC)(CC)CC | 6
Cn1c(O)c(C=NC2C(=O)C3(C)CCC2C3(C)C)c(=O)n(C)c1=O (centres undefined) | -3
CCCCn1c(O)c(C(CC)=Nc2cccc(C(=O)O)c2)c(=O)[nH]c1=O | -9
CC(=O)NCCc1c[nH]c2ccccc12 | -3&-4
CN(C)C(=O)Oc1ccc(OC(=O)c2ccccc2)cc1 | -5
CCCCOC(=O)C1=C(N)OC2=C(C(=O)CC(C)(C)C2)[C@]12C(=O)N(C)c1ccccc12 | -3
N#CC(C#N)=Cc1cc(O)c(O)c(O)c1 | 0
O=C(CN1C(=O)CN=C(c2ccccc2)c2ccccc21)Nc1cccc(Cl)c1 | 12
CSc1nnc(C2CCNCC2)n1C | 2
N#Cc1cc(N2CC3CC(C2)c2cccc(=O)n2C3)c([N+](=O)[O-])cc1C#N (centres undefined) | -3
CCOC(=O)C1=C(N)OC(C)=C(C(=O)OC)C12C(=O)Nc1ccccc12 (centres undefined) | 6
CCOc1cc(CNCCc2cccc(OC)c2)ccc1OC | -10
C[N+]1(C)CCN(c2ccccc2)CC1 | 1&-3
c1cc2c(cc1CCNC1CCCCCC1)OCO2 | -4
CC1(C)CC(=O)C(C2(O)C(=O)NC(=O)NC2=O)=C(O)C1 | 3
CN1C(=O)N(C)C(=O)C2(Cc3c(nc4ccccn4c3=O)N3CCc4ccccc4C32)C1=O (centres undefined) | -5
CCCCn1c(C)c(C(=O)OCC)c2cc(OC(C)=O)c3ccccc3c21 | 1
CCn1nc(-c2ccccc2)nc2c(=O)n(C)c(=O)nc1-2 | -6
COc1ccc(-n2c(C=Cc3c[nH]c4ccccc34)nc3ccccc3c2=O)cc1 | -24
CC(Oc1ccc(-c2ccccc2)cc1)C(=O)O (centres undefined) | 0&-14
CCN(CC)C(=O)c1ccc(NC(=O)Cn2nc(-c3ccccc3)c3ccccc3c2=O)cc1 | -6
C=CCn1c(O)c(C(C)=Nc2ccc(N(C)C)cc2)c(=O)[nH]c1=O | 1
Nc1cc2nc3ccccc3nc2cc1N | 29

A section of the results above, for reference:
mol | 14-3-3 PPI
c1cc2c(cc1CCNC1CCCCCC1)OCO2 | -4
CC1(C)CC(=O)C(C2(O)C(=O)NC(=O)NC2=O)=C(O)C1 | 3
CN1C(=O)N(C)C(=O)C2(Cc3c(nc4ccccn4c3=O)N3CCc4ccccc4C32)C1=O (centres undefined) | -5

(more compounds)
mol | 14-3-3 PPI
CCCN(CCC)[C@@H]1CCc2c(F)ccc(O)c2C1 | 3
COc1ccccc1OCCCn1cc(C(=O)C(F)(F)F)c2ccccc21 | -5
COc1cccc(Oc2c(C)oc3cc(OC(=O)N(C)C)ccc3c2=O)c1 | -2
Cn1cc(CNC2CCCCC2)c2ccccc21 | 2
Cc1cc(N2CCN(C)CC2)c2[nH]c3ccccc3c2c1 | -15
CSc1ccc(C=Cc2nc3ccccc3c(=O)n2-c2ccc(Cl)cc2)cc1 | 2
CN(C)c1ccc(N=Cc2c(O)n(CCC3=CCCCC3)c(=O)[nH]c2=O)cc1 | -6
c1ccc(Cn2ccnc2)cc1 | 6
NCCCCCCCc1c[nH]c2ccccc12 | 1
CC(=O)Nc1ccc2c(c1)C(=O)c1cc(NC(C)=O)ccc1-2 | -3

Carrying on.
molecule,14-3-3 PPI
CCOc1cccc(C(O)CNC)c1 (centres undefined),-4
CCOc1ccccc1-n1c(O)c(C=Nc2ccc(N(CC)CC)cc2)c(=O)[nH]c1=O,-72
CCCCn1c(=O)c(C(=O)NCc2ccccc2F)c(O)c2ccccc21,2
CSC1=NP(=S)(SC)N(C)c2nc3n(c21)CCC3 (centres undefined),-5
O=C1NCN(c2ccccc2)C12CCN(CC1COc3ccccc3O1)CC2 (centres undefined),1
Cc1ccc2c(c1)CNc1ccccc1O2,-5
O=c1[nH]c(=O)n(-c2ccc(F)cc2)c(O)c1C=Nc1ccccc1N1CCCC1,-20
CC(C(=O)Nc1ccc(Cl)cc1C(=O)c1ccccc1Cl)N1C(=O)c2ccccc2C1=O (centres undefined),0
COC(=O)C1C2c3ccccc3OC1(C)N=c1s/c(=C/c3cnn(C)c3C)c(=O)n12 (centres undefined),3
COc1ccc(C(C#N)C(C)=O)cc1OC (centres undefined),9
CCCCn1c(O)c(C=NCCCn2ccnc2)c(=O)[nH]c1=O,0
FC(F)(F)c1ccc2c(c1)nnn2C1CCN(Cc2nnnn2Cc2ccccc2)CC1,-8

Grouped by structure: the entries above with an aryl thioether with sulfur outside any ring
molecule,14-3-3 PPI
CSc1nnc(C2CCNCC2)n1C,2
CSc1ccc(C=Cc2nc3ccccc3c(=O)n2-c2ccc(Cl)cc2)cc1,2

Next part:
molecule,14-3-3 PPI
CCCCn1c(O)c(C(CC)=NCCCN(C)C)c(=O)[nH]c1=O,-1
COc1cc(CN2CCNCC2)cc(OC)c1OC,6
Cc1occc1C(=O)N1CCC2(CC1)OCCO2,-2
CCNCCNc1ccc([N+](=O)[O-])c2cccnc12,-10
Nc1c(S(=O)(=O)F)cc(Br)c2c1C(=O)c1ccccc1C2=O,-27
CCN1CCN(C(=O)COc2ccc3c(c2)C(=O)CC(C)(C)O3)CC1,-1
O=[N+]([O-])c1cc(C(F)(F)F)ccc1NCCNc1ccc([N+](=O)[O-])c2cccnc12,-16
Brc1cccc(C2C=C(c3cccnc3)Nc3ncnn32)c1 (centres undefined),5
Cc1cc(N2C(=O)C3CCCN3C2c2ccccc2)no1 (centres undefined),-8
CNC(C(=O)c1ccccc1)C(OC)c1ccccc1 (centres undefined),-4
Cc1ccc(NC(=O)CN2C(=O)C(C)N=C(c3ccccc3)c3ccccc32)cc1Cl (centres undefined),-2
Cc1ccc2c(c1)[C@@H]1CN(C)CC[C@@H]1N2C(=O)Nc1cccc(C(F)(F)F)c1,5
c1cc2c(cc1CC1CC3CCN1CC3)OCO2 (centres undefined),-1
COc1cccc(-n2c(-c3ccc(C)cc3)nc3ccccc3c2=O)c1,-5
O=C(COc1ccccc1)N1CCN(Cc2ccc(Br)cc2)CC1,-7
CN1C(=O)C(C2(C#N)CCCCC2)C(=O)N(C)C1=O,2&13
O=C(c1ccccc1)c1cc(Cl)ccc1N1C(=O)c2cccc([N+](=O)[O-])c2C1=O,1
CC1=CC(=O)NP(=O)(Oc2ccc3ccccc3c2)N1 (centres undefined),3
COC(=O)C1=C(N)OC(C)=C(C(=O)OCc2ccccc2)C12C(=O)Nc1ccccc12 (centres undefined),-8
CC1CN=C(Nc2ccccc2)S1 (centres undefined),-4
CCOP(=O)(C(NC(=O)c1ccc(Cl)cc1)=C(Cl)Cl)c1ccccc1 (centres undefined),-4
O=C(CSc1ccccc1)N1CCC2(CC1)OCCO2,-6
CCOC(=O)c1c(N)n(CCN2CCCCC2)c2nc3ccccc3nc12,-6
CCCC1=C(C(=O)OCC)C2(C(=O)Nc3ccc(C)cc32)C(C#N)=C(N)O1 (centres undefined),-9
CCN(CC)C(=O)c1ccc(N2C(=O)C3CC=C(Cl)CC3C2=O)cc1 (centres undefined),3
CCC(CC)N1CCN(Cc2ccc(F)cc2)CC1,5
CCC(=Nc1ccccc1NC(C)=O)c1c(O)n(C)c(=O)n(C)c1=O,-4
CCOC(=O)C1C2NC(=S)N(CCc3ccccc3)C1(C)Oc1ccccc12 (centres undefined),-6
CSc1cccc(NC(=O)CN2C(=O)CN=C(c3ccccc3)c3cc(Cl)ccc32)c1,2
CN1CCc2cccc(Cl)c2CC1,-1
Cc1[nH]c2ccc(I)cc2c1CCN,5
Cc1ccccc1-n1c(C=Cc2ccc([N+](=O)[O-])o2)nc2ccc(I)cc2c1=O,-163
CCCN1C2CCCC1CC(NC(C)=O)C2 (centres undefined),0
Cc1ccsc1CC1(CCc2ccncc2)C(=O)N(C)C(=O)N(C)C1=O,-10
O=C(Nc1cccc(OC(=O)N2CCOCC2)c1)N1CCOCC1,0
O=[N+]([O-])c1ccc(NCC(O)c2ccccc2)c2ncccc12 (centres undefined),-8
Cn1nc(N)c2c1N=P(N1CCOCC1)(N1CCOCC1)N=C2c1ccccc1,5
COc1cc(C(=S)N2CCOCC2)cc(OC)c1OC(=O)Cc1ccccc1,13
NCc1cc(=O)[nH]o1,-2
CCN1CCN(C(=O)Cc2c(C(=O)O)n(CC)c3ccccc23)CC1,7
Oc1ccc(Br)cc1CN1CCN(Cc2ccc(F)cc2)CC1,0
CCN(CC)C(=S)Oc1ccc(C(=O)Nc2ccc(F)cc2)cc1,-6
Cc1ccc(-n2c(O)c(C=NC3CCCC3)c(=O)[nH]c2=O)c(C)c1,-3
CCCCn1c(O)c(C(CC)=NCCc2ccccc2)c(=O)[nH]c1=O,-3
O=C(C1CCN(S(=O)(=O)N2CCOCC2)CC1)N1CCC2(CC1)OCCO2,0
Cn1cc(C(=O)N2CCC3(CC2)OCCO3)c2c3ccccc3n(C)c2c1=O,0
O=C1CSC2N1CCNC21CCCCC1 (centres undefined),0
C[n+]1ccc(-c2ccncc2)cc1,-3
Cc1cc(C)cc(-n2c(=S)[nH]c3ccccc3c2=O)c1,2
COc1ccccc1-n1c(O)c(C=NCCCn2ccnc2)c(=O)[nH]c1=O,-2
CC12CCCCC1CCC1C2CCC2(C)C(OC(=O)CCC(=O)O)CCC12 (centres undefined),-16
CCOc1cc(CN2CCN(C(=O)COc3ccc(C)cc3)CC2)ccc1OC,-1
COc1cccc(-n2c(O)c(C=NCCN3CCOCC3)c(=O)[nH]c2=O)c1,0
N[C@@H](Cc1c[nH]c2ccccc12)c1nnc(SCc2c(F)cccc2Cl)o1,-7
CC1CN(c2cc([N+](=O)[O-])ccc2Cl)CC(C)N1 (centres undefined),-3
Clc1cccc(CCNCc2cccnc2)c1,-7
Cn1c(=O)n(CC(=O)N2CCC3(CC2)OCCO3)c(=O)c2ccccc21,-1
CCOc1ccc(CNCCc2ccc(F)cc2)cc1,-13
CCOC(=O)[C@]1(C#N)[C@@H]2C=CC(C(C)=O)=CN2[C@@H](C(N)=O)[C@@H]1c1ccsc1,-7
Cc1ccc2c(c1)CC1(CN2C)C(=O)NC(=O)N(C(C)C)C1=O (centres undefined),-1

(listing goes on)
molecule,14-3-3 PPI
Oc1ccc(C2NCc3ccccc3-n3cccc32)cc1Cl (centres undefined),1
O=C(C1CCC(=O)N1C1CCCCC1)N1CCC2(CC1)OCCO2 (centres undefined),-1
O=C(c1ccccc1)c1cc(Cl)ccc1N1C(=O)C2C3C=CC(C3)C2C1=O (centres undefined),0
CCOC(=O)C1=C(C)N(C)C2(C)CC1c1ccccc1O2 (centres undefined),5&3
COc1ccc(C2SCC(=O)Nc3c2c(=O)[nH]n3C2CCCCCC2)cc1 (centres undefined),-9
CC(C)(C)n1c(O)c(C=Nc2ccc3c(c2)CCC3)c(=O)[nH]c1=O,-1
O=c1c2ccccc2nc(-c2ccco2)n1-c1ccccn1,3
COc1ccc2c(c1)C13CCCCC1C(C2)N(C)CC3 (centres undefined),-6

Single entries from above:
14-3-3 PPI result of CCN(CC)C(=S)Oc1ccc(C(=O)Nc2ccc(F)cc2)cc1 : -6
14-3-3 PPI result of C=CCN1C(=O)C2(C(C(=O)OCC)=C(C)OC(N)=C2C(=O)OC)c2ccccc21 (centres undefined) : -3
14-3-3 PPI result of Cc1[nH]c2ccccc2c1/C=N/O : 0
14-3-3 PPI result of N#CC(C#N)=Cc1cc(O)c(O)c(O)c1 : 0
14-3-3 PPI result of CN(C)c1ccc(NC(=O)CN2C(=O)CN=C(c3ccccc3Cl)c3cc(Cl)ccc32)cc1 : -10
14-3-3 PPI result of CCC(CC)N1CCN(Cc2ccc(F)cc2)CC1 : 5
14-3-3 PPI result of CCN(CC)C(=O)c1ccc(NC(=O)Cn2nc(-c3ccccc3)c3ccccc3c2=O)cc1 : -6

This is a subset; count on the stated rates, not on these rows.
